PPARg SRC-3 ag: promotes SRC-3 coactivator recruitment by human PPARgamma; biochemical PPARgamma/SRC-3 coactivator recruitment assay; actives 0.26% (n = 200,000); P37231; activation, % at 8 µM; in the data active = activation above about 23%;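 note: 0% = DMSO and 100% = reference agonist; some compounds past the cut are filed as inactive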
Target sequence (P37231 whole entry, looked up): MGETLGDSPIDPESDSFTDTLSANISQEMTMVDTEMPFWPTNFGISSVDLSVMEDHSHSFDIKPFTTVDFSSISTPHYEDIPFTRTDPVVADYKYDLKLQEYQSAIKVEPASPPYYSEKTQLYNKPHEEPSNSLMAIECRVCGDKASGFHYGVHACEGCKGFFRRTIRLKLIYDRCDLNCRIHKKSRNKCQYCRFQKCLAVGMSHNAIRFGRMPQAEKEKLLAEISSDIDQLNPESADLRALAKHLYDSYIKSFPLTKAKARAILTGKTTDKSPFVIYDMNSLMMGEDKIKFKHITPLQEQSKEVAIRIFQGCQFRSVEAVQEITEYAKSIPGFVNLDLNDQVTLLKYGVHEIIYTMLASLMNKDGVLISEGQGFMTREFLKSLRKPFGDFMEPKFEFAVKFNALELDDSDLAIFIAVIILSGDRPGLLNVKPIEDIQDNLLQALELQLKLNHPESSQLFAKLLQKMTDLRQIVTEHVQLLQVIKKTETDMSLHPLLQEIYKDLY
Diaphorase inh: diaphorase inhibition or chemical oxidation counter-screen; diaphorase resazurin-to-resorufin fluorescence, NADH, 16 min; bacterial (C. kluyveri) enzyme, not human; AID 1217; actives 0.69% (n = 190,000); inhibition, % at 20 µM;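 active = primary screen inhibition at 20 µM above a set limit, cut at about 50% in these data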;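 note: plate controls were DMSO with full reaction for no effect and wells lacking NADH for full effect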
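Test system: Clostridium kluyveri diaphorase enzyme / Quantity: diaphorase at 0.14 U/mL in enzyme working solution / Incubation: 16-min room-temperature incubation before reading / Benchmarks: NADH-free wells as positive control, DMSO-only neutral wells / Signal: resorufin fluorescence 544/590 nm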
G6PDH counter: inhibits Leuconostoc G6PDH, flagging false hits in G6PDH-based assays; Purified L. mesenteroides G6PDH, diaphorase/resazurin coupled fluorescence, 45 min; inhibition, % at 5 µM; actives 0.12% (n = 200,000); AID 1020; in the data active = inhibition above about 50%
ROMK primary: modulators of human ROMK potassium channel; B-score at 10 µM; actives 2% (n = 130,000); Tet-inducible ROMK, thallium flux fluorescence; actives lie on both sides;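 active = signal ratio slope over the read window, or its plate-corrected B-score, at least 3 SD from the plate mean, either direction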;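 note: B-score of the F/F0 ratio slope over 7 to 12 s after thallium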
PMI act: phosphomannose isomerase (human) activation; P34949; purified human PMI, coupled resazurin fluorescence, 20 min; hits give high values; 1 = vehicle control, 0 substrate-free wells; activation factor at 20 µM; actives 0.005% (n = 190,000); AID 1214;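 active = activation factor of 2 or more at 20 µM, relative to plate controls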
S1P3 antagonist: antagonists of human S1P3 receptor; inhibition, % at 4.98 µM; CHO S1P3 NFAT-BLA reporter, FRET fluorescence, antagonist mode; actives 0.27% (n = 170,000); Q99500;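 active = inhibition above the plate cutoff, the mean inhibition of test wells on that plate plus 3 SD, cut at about 28% in these data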;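 note: cells challenged with S1P at its EC80 of 0.8 µM; blue over green emission ratio from cleaved BLA substrate after 4 h stimulation; 0% = S1P-stimulated wells and 100% = unstimulated DMSO-only wells; some compounds past the cut are filed as inactive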
Target sequence (Q99500 whole entry, looked up): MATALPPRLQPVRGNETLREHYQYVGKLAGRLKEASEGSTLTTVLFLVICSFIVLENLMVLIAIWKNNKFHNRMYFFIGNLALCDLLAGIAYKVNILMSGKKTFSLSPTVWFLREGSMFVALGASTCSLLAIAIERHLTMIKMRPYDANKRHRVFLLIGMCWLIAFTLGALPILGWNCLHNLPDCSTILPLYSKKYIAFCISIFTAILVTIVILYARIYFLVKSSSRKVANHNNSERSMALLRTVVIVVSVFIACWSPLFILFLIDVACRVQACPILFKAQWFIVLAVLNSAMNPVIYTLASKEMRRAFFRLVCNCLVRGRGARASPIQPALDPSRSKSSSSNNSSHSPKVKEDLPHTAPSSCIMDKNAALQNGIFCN
PPARg SRC-2 ag: promotes SRC-2 coactivator recruitment by human PPARgamma; P37231; PPARgamma LBD-SRC-2 recruitment, biochemical; activation, % at 8 µM; actives 0.34% (n = 200,000); in the data active = activation above about 22%;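 note: 0% = vehicle and 100% = reference agonist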
PMI act satM6P: activators of human phosphomannose isomerase at near-saturating mannose 6-phosphate; actives 0.34% (n = 190,000); coupled PMI enzyme assay, resazurin fluorescence, 20 min; hits give high values; 1 = untreated enzyme, 0 = substrate-free blank; activation factor at 20 µM;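 active = activation factor of 2 or more at 20 µM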
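Test system: human phosphomannose isomerase with PGI, G6PDH, diaphorase coupling enzymes; amount: 15 ng/mL PMI; incubation: enzyme reaction with compound 20 min at room temperature; technique: resorufin fluorescence (Ex 544/Em 590 nm) from resazurin via diaphorase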
Diaphorase act: counter-screen for diaphorase-based assays: diaphorase activators and chemical reducers. Diaphorase/resazurin coupled assay, resorufin fluorescence, 16 min; hits give high values; 1 = vehicle wells, 0 = NADH-free wells. activation factor at 20 µM. actives 0.005% (n = 190,000). AID 1229;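 active = diaphorase activity raised at least twofold by the compound at 20 µM; inactive = activation factor below 2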
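Material: Purified diaphorase enzyme from Clostridium kluyveri | Buffer or medium: 50 mM HEPES pH 7.4 with 4.542 mM MgCl2, 0.005% Tween 20 | Times: 16 min enzyme reaction, ambient temperature | Signal: Red resorufin fluorescence at 544/590 nm excitation/emission | Measure: Increased resorufin signal from activators or reducing compounds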
PPARg SRC-1 ag: PPARgamma-driven SRC-1 recruitment agonism | P37231 | PPARgamma-SRC-1 coactivator recruitment biochemical assay | activation, % at 8 µM | actives 0.41% (n = 200,000) | AID 631; in the data active = activation above about 19%;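 note: 0% = DMSO and 100% = reference agonist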
TR-FRET SRC-2 ct: flags TR-FRET format artefacts in PPARgamma SRC-2 recruitment agonist screen | TR-FRET ratio at 8 µM | actives 0.4% (n = 200,000) | TR-FRET artefact counter-screen; hits give high values; in the data active = TR-FRET ratio above about 2000; note: inactives centre near 1500
Active calls of the source: *; nt = not tested or not shown.

entry | compound | PPARg SRC-3 ag | Diaphorase inh | G6PDH counter | ROMK primary | PMI act | S1P3 antagonist | PPARg SRC-2 ag | PMI act satM6P | Diaphorase act | PPARg SRC-1 ag | TR-FRET SRC-2 ct
1 | COc1ccc(Nc2ccc(S(=O)(=O)N3CCCCC3)cc2[N+](=O)[O-])cc1Cl | 4 | 23 | 19 | nt | 0.7 | -7 | 6 | 0.8 | 0.8 | 4 | 1644
2 | Cc1ccccc1NC(=O)C1C2C=CC(C3CC23)C1C(=O)O (centres undefined) | 0 | 6 | 1 | -0.43 | 1 | -10 | -2 | 1 | 0.9 | -4 | 1455
3 | COC(=O)C1=CNC=C(C(=O)OC)C1c1ccc(C(=O)OC)cc1 | 5 | -12 | 2 | 0.028 | 1 | 25 | 13 | 1.1 | 1.1 | 3 | 1621
4 | CCCCNC(=O)CSc1nc2ccsc2c(=O)n1CCCC(=O)NCCc1ccc(S(N)(=O)=O)cc1 | -2 | 13 | 3 | -0.024 | 1 | -4 | -8 | 1.1 | 0.9 | -4 | 1395
5 | COc1cccc(CC2(CO)CCN(Cc3ccc4cccc(F)c4n3)CC2)c1 | 7 | 18 | 16 | 0.018 | 0.9 | 10 | 19 | 0.9 | 0.8 | 7 | 1669
6 | N#CCCN1CCN(S(=O)(=O)c2ccc(S(=O)(=O)N3CCCCCC3)cc2)CC1 | 1 | 10 | -16 | nt | 1 | -39 | -4 | 0.9 | 0.9 | -4 | 1426
7 | Cc1cc(C)nc(N2CCC(C(=O)Nc3nnc(C)s3)CC2)n1 | 5 | 8 | 5 | nt | 1 | -6 | 6 | 0.9 | 0.9 | 0 | 1540
8 | O=C(C1CCCN1S(=O)(=O)c1ccc(Br)cc1)N1CCOCC1 (centres undefined) | -2 | 12 | 16 | -0.21 | 1 | -10 | -2 | 0.9 | 0.9 | -11 | 1423
9 | COc1ccc(CCNC(=O)c2ccc(Cl)c(S(=O)(=O)N(C)c3ccccc3)c2)cc1 | 15 | 15 | 6 | -2.1 | 0.8 | 1 | 1 | 1 | 0.8 | 7 | 1653
10 | Cc1ccc(N(C(=O)C(F)(F)F)C(C(=O)NC2CCCCC2)c2cccs2)cc1C (centres undefined) | 11 | 5 | 4 | nt | 1.1 | nt | 9 | 1 | 0.9 | -4 | 1674
11 | COc1ccc(S(=O)(=O)N2CCN(CCO)CC2)cc1-c1nnc2c3ccccc3c(C)nn12 | -1 | 2 | 0 | nt | 0.9 | -17 | 6 | 1 | 1 | 3 | 1478
12 | Cc1cc(NC(=O)CSc2ccc3nnc(CCNS(=O)(=O)c4ccccc4)n3n2)no1 | 5 | 16 | 5 | -0.94 | 1.1 | -27 | 8 | 1.1 | 0.8 | 9 | 1596
13 | COCCN(C(=O)Nc1ccccc1)C(C)c1cccnc1 (centres undefined) | 0 | 12 | 1 | nt | 1 | -22 | 2 | 1 | 0.9 | 0 | 1525
14 | OCC1OC(n2cnc3c(NC4CCCCC4)ncnc32)C(O)C1O (centres undefined) | -4 | 21 | 8 | nt | 0.9 | -4 | -5 | 1 | 0.8 | -11 | 1445
15 | O=C(c1cccc(C(F)(F)F)c1)N1CCN(c2cc(=O)[nH]nc2-c2ccccc2)CC1 | 33* | 4 | 8 | nt | 0.9 | nt | -10 | 0.9 | 1 | -9 | 1357
16 | CCn1cc(-c2nnnn2-c2ccc(Cl)cc2)c(=O)c2ccccc21 | 3 | 1 | -1 | -1 | 1.1 | nt | -4 | 1.1 | 1 | -6 | 1466
17 | Cc1ccc(N2CC(C(=O)OCc3ccccc3)CC2=O)cc1 (centres undefined) | -2 | 18 | -1 | -0.96 | 1 | 10 | 1 | 1 | 0.8 | 9 | 1522
18 | CCc1nc(C)cn1S(=O)(=O)c1cc(Br)c(C)cc1OC | -3 | 14 | -7 | -1.3 | 0.9 | -1 | 3 | 0.9 | 0.9 | -2 | 1492
19 | Cc1ccc(NC(=O)/C(=C/c2ccncc2)NC(=O)c2ccccc2)cc1 | 3 | 8 | 16 | 0.11 | 0.9 | -8 | 9 | 1 | 0.9 | 6 | 1961
20 | COc1ccc(NC(=O)CC2C(=O)OCC3CCCCN32)cc1Cl (centres undefined) | 1 | 23 | 3 | nt | 0.8 | -16 | -1 | 0.8 | 0.8 | -7 | 1522
21 | O=C1CSC(=S)N1/N=C/c1ccc(O)c([N+](=O)[O-])c1 | 2 | 42 | 5 | -0.46 | 0.9 | 4 | 6 | 0.8 | 0.6 | 0 | 1810
22 | O=c1oc2ccccc2c(N2CCCCC2)c1CN1CCCC1 | 5 | 11 | -1 | 0.15 | 1 | nt | 4 | 0.8 | 0.9 | -4 | 1623
23 | CCN(CC)CCN1C(=O)C(=O)/C(=C(/O)c2ccc(F)cc2)C1c1ccncc1 (centres undefined) | -3 | 12 | -7 | 0.016 | 0.9 | -5 | 1 | 1 | 0.9 | -4 | 1538
24 | CCOC(=O)COc1cccc2c(=O)n(CC(=O)N3CCC(C)CC3)ccc12 | 3 | 23 | 8 | nt | 1 | -16 | 7 | 1.1 | 0.8 | -3 | 1426
25 | CC(NC(=O)C1CCCN(S(=O)(=O)c2cccs2)C1)c1ccccc1 (centres undefined) | -1 | 4 | 22 | nt | 0.9 | -5 | 4 | 0.9 | 1 | -1 | 1417

Another view of three compounds above.
#3 COC(=O)C1=CNC=C(C(=O)OC)C1c1ccc(C(=O)OC)cc1
#4 CCCCNC(=O)CSc1nc2ccsc2c(=O)n1CCCC(=O)NCCc1ccc(S(N)(=O)=O)cc1
#5 COc1cccc(CC2(CO)CCN(Cc3ccc4cccc(F)c4n3)CC2)c1

| assay / compound | 3 | 4 | 5 |
| --- | --- | --- | --- |
| PPARg SRC-3 ag | 5 | -2 | 7 |
| Diaphorase inh | -12 | 13 | 18 |
| G6PDH counter | 2 | 3 | 16 |
| ROMK primary | 0.028 | -0.024 | 0.018 |
| PMI act | 1 | 1 | 0.9 |
| S1P3 antagonist | 25 | -4 | 10 |
| PPARg SRC-2 ag | 13 | -8 | 19 |
| PMI act satM6P | 1.1 | 1.1 | 0.9 |
| Diaphorase act | 1.1 | 0.9 | 0.8 |
| PPARg SRC-1 ag | 3 | -4 | 7 |
| TR-FRET SRC-2 ct | 1621 | 1395 | 1669 |

Other entries follow:
entry | compound | PPARg SRC-3 ag | Diaphorase inh | G6PDH counter | ROMK primary | PMI act | S1P3 antagonist | PPARg SRC-2 ag | PMI act satM6P | Diaphorase act | PPARg SRC-1 ag | TR-FRET SRC-2 ct
26 | O=C(COC(=O)c1ccccc1S(=O)(=O)N1CCCCC1)NCC(F)(F)F | 9 | -11 | -2 | nt | 1 | -18 | 1 | 1.1 | 1.1 | 1 | 1688
27 | CSc1nnc(SCC2=NNC(=O)SC2)s1 | 5 | 19 | 4 | 0.59 | 1 | 6 | -5 | 0.8 | 0.8 | -2 | 1496
28 | CC(=O)NC(Cc1ccc(F)c(F)c1)C(=O)NC1CCN(C(=O)c2ccc(C)cc2)CC1 (centres undefined) | 7 | 14 | 2 | -0.48 | 0.9 | -9 | -1 | 1 | 0.9 | -3 | 1612
29 | O=C(NCc1cccnc1)c1ccccc1Br | -6 | 4 | 31 | nt | 1 | -32 | 4 | 1 | 1 | -2 | 1676
30 | O=C(CSc1ncnc2c1oc1ccccc12)Nc1ccc2c(c1)OCCO2 | 5 | nt | nt | -0.36 | nt | -2 | 12 | nt | nt | 2 | 1639
31 | CCOc1ccc(NC(=S)NCc2ccc3[nH]c(C)cc3c2)cc1 | 5 | -4 | 1 | 1 | 1 | -18 | -3 | 0.9 | 1 | -10 | 1610
32 | Cc1cccc(N(Cc2cc3ccccc3[nH]c2=O)C(=O)c2ccco2)c1C | nt | -4 | 7 | 2.1 | 1.1 | nt | nt | 1 | 1 | nt | nt
33 | COc1ccc(/C=N/NC(=O)CNc2ccc(Br)cc2)c(C(=O)O)c1OC | -1 | 8 | 2 | -0.013 | 1.1 | 4 | 1 | 1 | 0.9 | -7 | 1508
34 | CCCS(=O)(=O)N1CCN(Cc2ccncc2)CC1 | -7 | 6 | 0 | 0.48 | 1 | -15 | 0 | 1.1 | 0.9 | 0 | 1328
35 | Cn1c(CC(=O)NCCO)c(Sc2ccccc2)c2ccccc21 | 2 | 12 | -3 | -0.26 | 0.8 | 1 | -1 | 0.9 | 0.9 | 9 | 1607
36 | CCOc1ccc(C(CC(=O)O)NC(=O)C23CC4CC(CC(C4)C2)C3)cc1OC (centres undefined) | -1 | 2 | 6 | -0.59 | 1.1 | -18 | -9 | 1 | 1 | -1 | 1463
37 | COc1ccccc1CN1CCNC(=O)C1CC(=O)NCCCn1cccn1 (centres undefined) | 0 | -12 | 14 | 0.28 | 0.9 | 2 | 15 | 0.9 | 1.1 | 1 | 1520
38 | O=C(C1CCCCC1)N1CCC(n2nnc3ccccc32)CC1 | 8 | 13 | 7 | nt | 1 | 3 | 4 | 1 | 0.9 | 3 | 1482
39 | COc1ccccc1-c1nnc(SCC(=O)N2CCOCC2)o1 | 4 | 3 | 15 | -0.076 | 1.1 | -4 | 11 | 1.1 | 1 | 7 | 1422
40 | NS(=O)(=O)c1ccc(CCNC(=O)COC(=O)/C=C/c2ccc(Cl)cc2)cc1 | 1 | 2 | 2 | nt | 1.1 | -7 | 6 | 1 | 1 | 3 | 1778
41 | Clc1cccc(CSc2nnc([C@@H]3CCCN3)o2)c1 | -2 | -9 | 9 | nt | 1.1 | nt | 0 | 1.1 | 1.1 | 4 | 1394
42 | COc1ccc(/C=N/N2CCOCC2)cc1OCc1ccccc1 | 0 | -3 | 2 | -0.028 | 1 | -7 | 1 | 1 | 1 | 2 | 1384
43 | COC(=O)c1cc(CSc2nnc(-c3ccccc3)c(-c3ccccc3)n2)oc1C | 4 | 22 | 4 | -0.023 | 0.9 | 0 | 1 | 0.9 | 0.8 | 7 | 1580
44 | Cc1ccc(C2C(C#N)=C(N)OC3=C2C(=O)CCC3)s1 (centres undefined) | 1 | 3 | 3 | -0.014 | 1 | -14 | -10 | 1 | 1 | -2 | 1291
45 | CC(C)(C)c1nc2ccccc2[nH]1 | 11 | -1 | 8 | 1.1 | 1.1 | nt | 9 | 1.2 | 1 | 11 | 1515
46 | CCCCCCCCCCCCOC1OC(CO)C(O)C(O)C1NC(C)=O (centres undefined) | 1 | 10 | 10 | -0.76 | 0.8 | -1 | -5 | 0.9 | 0.9 | 2 | 1457
47 | COc1cc(OC)c(NC(C)C(=O)NCc2ccccc2)cc1Cl (centres undefined) | -3 | 13 | 10 | 0.34 | 1 | -15 | -6 | 0.5 | 0.9 | 2 | 1489
48 | S=c1[nH]nc(-c2cccnc2)n1/N=C/C(Cl)=C\c1ccccc1 | 1 | 19 | -3 | -3.1* | 1.1 | 4 | -9 | 1.1 | 0.8 | 6 | 1769
49 | Cc1c(Cl)cccc1NC(=O)CN1CCC(C(O)(c2ccccc2)c2ccccc2)CC1 | -7 | 19 | 4 | nt | 0.9 | nt | -1 | 0.9 | 0.8 | -6 | 1675

High-throughput results: PubChem BioAssay, several laboratories
